rCAG binder = binds r(CAG) RNA repeats | inhibition, % at 3 µM | actives 1.3% (n = 370,000) | AID 651821 | r(CAG) RNA repeat, TO-PRO-1 dye displacement fluorescence;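 active means inhibition above the plate cutoff, the mean of all test compounds on that plate plus 3 SD, cut at about 35% in these data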;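 further: 0% = DMSO alone and 100% = 100 µM mitoxantrone as full dye displacement; higher means more dye released from RNA so lower well fluorescence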
PG9 Ab binder = binds the HIV-1 gp120 antibody PG9. inhibition, % at 6.7 µM. TR-FRET gp120-PG9 antibody binding. actives 0.43% (n = 360,000); in the data active means inhibition above about 8.5%
LEDGF integ inh = blocks HIV-1 LEDGF/p75-dependent DNA integration; TR-FRET IN-LEDGF/p75 DNA integration, Eu/Cy5; actives 0.64% (n = 370,000); AID 743269; inhibition, % at 3.7 µM;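 active means inhibition above the screen-wide mean plus 3 SD, cut at about 13% in these data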;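 further: signal is the Cy5 over europium emission ratio at 671 and 618 nm; 0% = plate median of compound wells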
TDP2 absorb = blocks human TDP2 phosphodiesterase activity. actives 0.34% (n = 370,000). inhibition, % at 12.8 µM. recombinant TDP2, T5PNP hydrolysis, p-nitrophenol absorbance 415 nm. AID 720702. O95551;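 active means inhibition above the mean of all tested compounds plus 3 SD, set per campaign, cut at about 25% in these data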;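 further: 0% = DMSO with enzyme and 100% = buffer with substrate but no TDP2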
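test system = human TDP2 enzyme | input = TDP2 enzyme at 120 nM final | medium = 50 mM Tris-HCl pH 7.5 with Mg2+, KCl, DTT, BSA | also added = T5PNP substrate, 5 mM | times = 2 h at 37 °C | technique = epi absorbance | benchmarks = high control without enzyme, low control DMSO plus TDP2 | replication = each compound tested once, singlicate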
PRMT1 FP inh = inhibitors of human PRMT1; inhibition, % at 2.79 µM; actives 1.3% (n = 370,000); Q99873; recombinant PRMT1, activity-based probe fluorescence polarization; AID 652257;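 active means inhibition above about 21% made by adding two undisclosed values, limit read from the data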
NR1D1 modulator = modulators of human Rev-erb alpha DNA binding; P20393; actives 0.79% (n = 370,000); Rev-erbα–FITC-DNA binding, fluorescence polarization, 90 min; activity, % at 10 µM;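 active means activity above about 14%, limit read from the data; passing the limit was not always enough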;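 further: 0% = DMSO wells with 35 nM protein and 100% = DMSO wells with 750 nM protein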
mABHD4 FP = ABHD4 (mouse) inhibition, primary FP screen; Q8VD66; actives 0.54% (n = 370,000); AID 720543; inhibition, % at 8.92 µM; purified mABHD4, FP-Rh probe fluorescence polarization;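 active means inhibition exceeding the mean over every tested compound plus 3 SD, cut at about 30% in these data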;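 further: 0% = plate median of compound wells and 100% = S159A mutant with DMSO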
Target sequence (Q8VD66 whole entry, looked up): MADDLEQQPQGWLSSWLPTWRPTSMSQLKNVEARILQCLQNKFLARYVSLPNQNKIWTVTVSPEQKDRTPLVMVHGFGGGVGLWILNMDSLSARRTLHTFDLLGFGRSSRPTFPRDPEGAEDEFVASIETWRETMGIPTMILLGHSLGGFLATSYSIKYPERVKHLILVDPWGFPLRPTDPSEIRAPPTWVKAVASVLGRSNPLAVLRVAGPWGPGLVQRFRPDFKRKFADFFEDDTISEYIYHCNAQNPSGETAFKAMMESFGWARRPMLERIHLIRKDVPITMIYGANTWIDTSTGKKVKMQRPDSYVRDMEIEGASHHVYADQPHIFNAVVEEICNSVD
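Assay system: Wild-type mouse ABHD4 protein | Medium: HEPES pH 7.0 buffer, 150 mM NaCl, 0.01% Pluronic F-127 | Incubation: Enzyme–compound pre-incubation 45 min, then probe 60 min, both 25 °C | Technique: Fluorescence polarization with parallel and perpendicular emission, 525/598 nm | Evaluation: % inhibition of FP-Rh probe binding versus controls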
SIAE inh = inhibitors of human sialic acid acetylesterase SIAE; Q9HAT2; SIAE FP-Rh probe binding, fluorescence polarization; inhibition, % at 9.66 µM; AID 1053197; actives 0.69% (n = 370,000);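 active means inhibition above a cutoff: mean of compounds within the control limits plus 3 SD of those, cut at about 17% in these data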;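 further: 0% = plate median of compound wells and 100% = probe without SIAE protein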
Target sequence (Q9HAT2 whole entry, looked up): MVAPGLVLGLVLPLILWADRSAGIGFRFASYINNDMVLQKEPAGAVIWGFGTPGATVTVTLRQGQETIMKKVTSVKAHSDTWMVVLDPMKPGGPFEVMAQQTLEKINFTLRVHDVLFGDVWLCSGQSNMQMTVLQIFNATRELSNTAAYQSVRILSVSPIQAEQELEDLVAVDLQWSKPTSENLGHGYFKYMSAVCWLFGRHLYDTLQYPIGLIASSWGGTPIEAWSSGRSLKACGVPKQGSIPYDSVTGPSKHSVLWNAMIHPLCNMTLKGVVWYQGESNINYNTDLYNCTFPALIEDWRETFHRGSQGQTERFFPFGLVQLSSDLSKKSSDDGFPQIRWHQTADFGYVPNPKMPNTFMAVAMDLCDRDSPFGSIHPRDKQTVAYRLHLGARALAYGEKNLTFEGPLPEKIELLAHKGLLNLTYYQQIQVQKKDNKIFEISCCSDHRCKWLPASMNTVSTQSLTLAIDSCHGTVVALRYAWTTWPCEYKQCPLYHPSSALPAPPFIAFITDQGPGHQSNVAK
TCR CD3 inh = blocks the human TCR-CD3 interaction. TAMRA-labeled TCR probe fluorescence, biochemical. inhibition, % at 9.4 µM. actives 0.37% (n = 360,000). AID 651800; in the data active means inhibition above about 19%;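 further: recombinant mutant TCR 2C K166C tagged with TAMRA read by polarization; 0% = receptor in buffer alone and 100% = receptor with positive control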
HTRA1 inh = HTRA1 (human) protease inhibition | recombinant HTRA1, FP-rhodamine activity-based probe, fluorescence polarization | inhibition, % at 5.96 µM | actives 0.5% (n = 340,000); in the data active means inhibition above about 36%;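 further: 0% = enzyme with DMSO and 100% = wells lacking enzyme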
An asterisk follows results filed as active; . = not tested or not shown. Some of the compounds tested; count on the stated rates, not on these rows.

SMILES | rCAG binder | PG9 Ab binder | LEDGF integ inh | TDP2 absorb | PRMT1 FP inh | NR1D1 modulator | mABHD4 FP | SIAE inh | TCR CD3 inh | HTRA1 inh
Cc1ccc(Nc2nc(N)nc(CSC(=S)N3CCOCC3)n2)cc1 | -2 | -1.3 | -5 | 0 | 3 | 3 | -3 | -9 | -4 | -12
O=C1SC(SCc2ccccc2)=N/C1=C\c1ccc(C(=O)O)cc1 | 11 | -0.8 | 3 | 4 | 12 | -1 | 8 | -2 | 9 | -2
CC(CCN1CCC(C(O)(c2ccccc2)c2ccccc2)CC1)Oc1ccccc1C#N (stereo not given) | 2 | . | 3 | 0 | 2 | 3 | 3 | 0 | . | .
O=C(Nc1cccc(F)c1)c1cccnc1NCCc1ccccc1 | 4 | -2.4 | 0 | 7 | 0 | 5 | -26 | -26 | 3 | -64
O=C(COc1ncnc2ccccc12)Nc1cc([N+](=O)[O-])ccc1Cl | 0 | -1.6 | -1 | -1 | -5 | -1 | -2 | 8 | -2 | 3
CCO[C@H]1OC(C(=O)NC2CC2)=C[C@@H](c2ccccc2)[C@@H]1CCCO | -7 | -2.7 | 0 | -5 | -3 | 0 | 0 | 0 | 1 | -4
COC(=O)c1ccc(-c2nc(O)c(C)s2)cc1 | 1 | -2.2 | 4 | 1 | 13 | 1 | 6 | 4 | 6 | -1
O=C(CCCNc1ccccc1)N/N=C/c1cccs1 | 2 | 0.3 | 0 | 6 | 0 | -1 | 1 | 3 | 2 | 5
COc1cc(/C=N/NC(=O)COc2ccccc2[N+](=O)[O-])ccc1OC(=O)c1ccco1 | 0 | -2.4 | 4 | -2 | 0 | 1 | 0 | -2 | 3 | -3
Cc1ccc(-n2c(=O)[nH]cc(C(=O)Nc3ccc4c(c3)OCCO4)c2=O)cc1 | 2 | -2.6 | 0 | -1 | -3 | -2 | -1 | -7 | 9 | 11
O=C(COC(=O)c1ccc(Br)o1)Nc1ccc(Br)cc1 | 0 | 0.3 | -4 | -2 | 2 | -2 | -1 | -6 | 3 | 4
Cc1ccccc1-c1cc(C(=O)O)n(CC2CC(c3cccnc3)=NO2)n1 (stereo not given) | -1 | -0.2 | -2 | 11 | -4 | -1 | 0 | 6 | 10 | 3
COCCn1nnnc1C(c1cc2ccc(OC)cc2[nH]c1=O)N1CCN(C2CCCCC2)CC1 (stereo not given) | 0 | 0.0 | 2 | 4 | -2 | 5 | -6 | -4 | 5 | -2
COCCOC(=O)c1nccnc1C(=O)Nc1ccc(S(=O)(=O)N2CCOCC2)cc1 | -1 | -1.6 | -1 | 6 | 1 | 3 | 1 | 5 | 4 | .
CC(C)OCCCNC(=O)c1ccc(CN2CCc3ccccc3C2)cc1 | -12 | -0.3 | -7 | -13 | 4 | 5 | -9 | -3 | -10 | 0
COc1cc(-c2ccc(NC(C)=O)c(OC)c2)ccc1NC(C)=O | -3 | 0.8 | -4 | 4 | 0 | 2 | 2 | -10 | 0 | 6
Cc1ccccc1/C=C/c1nc2ccccc2c(=O)[nH]1 | 7 | -0.2 | 1 | -18 | -5 | -2 | -2 | 0 | 4 | -8
Cc1cccc(-c2n[nH]c(=S)n2C)c1 | -1 | 1.8 | 2 | 3 | -1 | -3 | 3 | 3 | 8 | -2
Cc1ccc2nc(-c3ccc(CN4CCC(c5nc6ccccc6[nH]5)CC4)cc3)c(-c3ccccc3)nc2c1 | 12 | -1.9 | 1 | -10 | 3 | 0 | -10 | -19 | 0 | .
COc1ccc(C(=O)Nc2cc(C)nn2-c2ccc(C)cc2)cc1 | -1 | 1.8 | 0 | -4 | 0 | 1 | 0 | -2 | -2 | -3

Some of these compounds in order of the HTRA1 inh value, falling.
| structure | HTRA1 inh |
| --- | --- |
| CC(C)OCCCNC(=O)c1ccc(CN2CCc3ccccc3C2)cc1 | 0 |
| COc1cc(/C=N/NC(=O)COc2ccccc2[N+](=O)[O-])ccc1OC(=O)c1ccco1 | -3 |
| Cc1ccc(Nc2nc(N)nc(CSC(=S)N3CCOCC3)n2)cc1 | -12 |

Further results.
SMILES | rCAG binder | PG9 Ab binder | LEDGF integ inh | TDP2 absorb | PRMT1 FP inh | NR1D1 modulator | mABHD4 FP | SIAE inh | TCR CD3 inh | HTRA1 inh
Cc1ccc(CNC(=O)c2ccc([N+](=O)[O-])o2)cc1 | 0 | -0.4 | 2 | 12 | 0 | -3 | -3 | 3 | -4 | -4
COCCNC(=O)C1CCN(Cc2cccc(OCc3ccccc3)c2)CC1 | -6 | -0.3 | -2 | 9 | -1 | 0 | 14 | -4 | 3 | 2
O=C(NC1CCOc2ccccc21)c1ccccn1 (stereo not given) | 0 | -1.6 | -2 | -9 | -3 | -4 | 7 | -5 | 8 | 1
CC(C)c1ccc(NC(=S)N2CCCC2)cc1 | -2 | -1.0 | -1 | 10 | -1 | 0 | -5 | 8 | 2 | 4
COc1c(C)cccc1C(=O)Nc1ccc(OCC(=O)N2CCOCC2)cc1C | -9 | 0.3 | -3 | -9 | 7 | 4 | -8 | -5 | -3 | 2
C[C@@H](c1ccccc1)N1C[C@H](COCc2ccccc2)Oc2cc(N3CCC[C@H]3C(N)=O)ccc2S1(=O)=O | 6 | -1.1 | -3 | -8 | 6 | 0 | 1 | 1 | -5 | .
O=C(NCCc1nc2ccccc2n1CCOc1cc(F)ccc1F)C1CCCCC1 | . | . | 0 | -9 | -1 | 7 | -7 | -1 | . | .
NC(=O)c1nsc(C(=O)N(Cc2ccccc2Cl)C(C(=O)NCC2CCCO2)c2ccc(O)cc2)c1N (stereo not given) | 0 | -1.0 | 0 | -3 | 2 | 6 | 0 | 20* | -1 | -1
Cc1ccc(S(=O)(=O)N2CCCCC2)cc1NC(=O)COC(=O)Cc1c(F)cccc1Cl | 1 | -1.7 | -1 | 4 | 3 | -6 | -1 | 2 | 9 | 18
COC(=O)c1c(NC(NC(=O)c2ccccc2)(C(F)(F)F)C(F)(F)F)sc2c1CCN(C)C2 | -3 | 1.9 | 0 | 3 | 2 | 1 | -8 | 1 | -4 | 5
OCC1(Cc2ccccc2)CCN(Cc2cc3ccccc3o2)CC1 | -10 | -0.6 | 3 | -5 | 1 | 6 | 3 | 3 | 9 | -7
O=C(CCc1ccccn1)N1CCCC(Nc2ccc(F)cc2)C1 (stereo not given) | -3 | -1.4 | -5 | -17 | 0 | -5 | 2 | 7 | 6 | -2
CN(c1ccc(C(=O)NCc2cccnc2)cc1)S(C)(=O)=O | -1 | -0.3 | -2 | -1 | 0 | 2 | 5 | 7 | 5 | -4
O=C(NCC(c1ccco1)N1CCc2ccccc2C1)C(=O)Nc1ccccc1F (stereo not given) | -5 | 0.8 | 3 | 6 | 2 | -1 | -9 | 4 | 5 | -16
CC1Cc2ccccc2N1C(=O)CN1C(=O)NC(C)(c2ccc3c(c2)OCCO3)C1=O (stereo not given) | -4 | -2.7 | 2 | -12 | -4 | -4 | 3 | -7 | 2 | -3
COc1ccc(Cc2nc3ccc(C(=O)N(C)Cc4cc(C)[nH]n4)cc3o2)cc1OC | -2 | -1.7 | -1 | -1 | -4 | 0 | 2 | 1 | 10 | 2
O=C(Cn1nnc2ccccc21)OCc1ccccc1 | 0 | -0.8 | -5 | -2 | 5 | -9 | -9 | -4 | -14 | 2
CC(C)(C)c1nc(N2CCN(C(=O)c3ccco3)CC2)c2nnn(Cc3ccccc3)c2n1 | 5 | 2.1 | -4 | -6 | 3 | 4 | -17 | -5 | 0 | -50
CCOC(=O)N1CCN(S(=O)(=O)c2ccc(C(=O)Nc3sc4c(c3C#N)CCC4)cc2)CC1 | 10 | -1.2 | 1 | -6 | 1 | 2 | 0 | 1 | -7 | 5
CCN(C1CCCCC1)S(=O)(=O)CCNC(=O)c1ccc(OC)cc1 | 1 | -1.7 | 3 | -4 | -2 | -4 | 2 | -3 | -1 | -3

Reprinted at random: three records from the list, in no set order.
SMILES | rCAG binder | PG9 Ab binder | LEDGF integ inh | TDP2 absorb | PRMT1 FP inh | NR1D1 modulator | mABHD4 FP | SIAE inh | TCR CD3 inh | HTRA1 inh
O=C(NCCc1nc2ccccc2n1CCOc1cc(F)ccc1F)C1CCCCC1 | . | . | 0 | -9 | -1 | 7 | -7 | -1 | . | .
O=C(NC1CCOc2ccccc21)c1ccccn1 (stereo not given) | 0 | -1.6 | -2 | -9 | -3 | -4 | 7 | -5 | 8 | 1
Cc1ccc(S(=O)(=O)N2CCCCC2)cc1NC(=O)COC(=O)Cc1c(F)cccc1Cl | 1 | -1.7 | -1 | 4 | 3 | -6 | -1 | 2 | 9 | 18

Next part.
SMILES | rCAG binder | PG9 Ab binder | LEDGF integ inh | TDP2 absorb | PRMT1 FP inh | NR1D1 modulator | mABHD4 FP | SIAE inh | TCR CD3 inh | HTRA1 inh
COC(=O)c1ccc(CC2(C)C(=O)Nc3ccc(-c4cccc(C(F)(F)F)c4)cc32)o1 (stereo not given) | 1 | -1.5 | -3 | 2 | 4 | -1 | -28 | -10 | -9 | .
CCn1c(SCC(=O)NC2CC2)nnc1-c1csc(C)c1 | -2 | 0.8 | -2 | -1 | -1 | -4 | 1 | -11 | -3 | -1
C/C(=N\NC(=O)c1nnn(-c2nonc2N)c1-c1ccc2c(c1)OCO2)c1ccc(C)cc1 | 0 | -1.2 | -3 | 4 | 2 | 0 | -4 | -3 | -10 | -12
COc1ccc(C(=O)NNC(=O)COc2ccc(Cl)cc2C)cc1S(=O)(=O)N1CCOCC1 | 9 | 2.2 | 2 | -8 | -3 | 1 | -4 | -3 | 4 | -6
CCOC(=O)c1cn(C2CC2)c2c(F)c(F)c(F)cc2c1=O | 1 | 1.3 | -2 | -5 | 1 | -3 | -2 | 7 | -4 | 0
CC(C)CNc1cccc2c1S(=O)(=O)N(Cc1cccc(F)c1)[C@@H](C)[C@H](c1ccccc1)O2 | 3 | -1.5 | -5 | -5 | -2 | 4 | 2 | 3 | -1 | .
CCOc1cc([N+](=O)[O-])c2nc(N)sc2c1 | 12 | -1.1 | -1 | -9 | 0 | 5 | 0 | -3 | -3 | 7
COc1ccc(-c2csc(N3CCC(C(N)=O)(N4CCCCC4)CC3)n2)cc1 | -3 | -1.7 | -2 | -5 | -4 | -9 | -3 | 5 | -1 | 4
CCOc1ccccc1C(=O)NCCCCCC(=O)O | 1 | 0.4 | 0 | -5 | 5 | 1 | -16 | 1 | -7 | -3
Cc1ccc(OC(=O)C2CCN(C(=O)c3ccccc3C)CC2)c(Br)c1 | -6 | 0.6 | -8 | -14 | 4 | -2 | -4 | -2 | 3 | -3
CCOC(=O)C1C(CC)NC(=S)NC1(C)O (stereo not given) | 0 | 0.0 | -1 | 9 | 0 | -3 | 1 | 6 | 9 | 5
Cc1ccccc1NC(=S)N/N=C/c1ccc(O)cc1O | 10 | -3.0 | -3 | -3 | -1 | 3 | 34* | 14 | 20* | 35
Cc1ccc(-c2ccc(/C=N\NC(=O)C3C(=O)NCC3c3ccccc3)o2)cc1Cl (stereo not given) | 9 | -1.8 | 4 | -11 | 3 | 0 | -9 | -13 | 9 | -60
O=C(Cn1ncc2c3ccccc3n(Cc3ccccc3)c2c1=O)NCCCN1CCCC1 | 10 | 0.7 | 1 | 4 | -1 | -1 | -1 | 0 | -3 | -15

From PubChem
